Screening results from PubChem BioAssay.
PAX8 reporter = PAX8 transcriptional activity inhibition. RMG-I TPO-luciferase reporter, SteadyGlo, 24 h. inhibition, % at 12.6 µM. 360,000 tested, 1.2% active. AID 652154;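 active means mean replicate inhibition at least 60% with every replicate also reaching 60%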;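 further: luciferase light reporting Pax8 driven TPO promoter activity; plate controls were median of neutral control wells for no effect and mitoxantrone controls for full effect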
INS-1E GSIS act = GLuc luminescence reporter in INS-1E cells, primary screen for activators of glucose-dependent secretion of insulin. 370,000 tested, 0.61% active. activation, % at 16.6 µM. INS-1E GLuc reporter insulin secretion, 2-3 h;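 active means lowest replicate activation of at least 40%, so every replicate reaches that level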;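 further: 0% = median of neutral control wells and 100% = median of IBMX positive control wells; some compounds called inactive have numbers as strong as hits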
PglD DTNB = PglD (C. jejuni) enzyme inhibition; purified PglD enzyme, DTNB colorimetric CoA detection; inhibition, % at 12.5 µM; 360,000 tested, 0.098% active; in the data active means inhibition above about 16%, passing the limit was not always enough; further: strong numbers were not always called active
LGR2 inh = inhibitors of bursicon-induced Drosophila LGR2 receptor cAMP signaling; HEK293 LGR2, CRE-luciferase, bursicon-stimulated, 4 h; inhibition, % at 9.99 µM; 380,000 tested, 0.35% active; AID 720647;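 active means drop in luminescence signal, shown as inhibition above about 50% in the replicate tests, limit read from the data, passing the limit was not always enough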;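 further: agonist challenge used bursicon conditioned medium at about half maximal strength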
ARNT-TACC3 inh = disrupts binding between human ARNT and TACC3; Q9Y6A5; AlphaScreen His-ARNT PAS-B/GST-TACC3 binding, luminescence; TACC3 fragment carries E629A point mutation; inhibition, % at 9.99 µM; 390,000 tested, 0.66% active; AID 623870;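 active means mean inhibition of replicates at least 50% and at least half of replicates each reaching 50%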;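 further: 0% = complete ARNT plus TACC3 wells and 100% = ARNT alone without TACC3; many hits fall short of the cut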
PGC1a acetyl inh = lowers PGC1a acetylation signal in U2OS cells; AlphaScreen anti-acetyl-lysine; with virally co-expressed GCN5 acetyltransferase; inhibition, % at 15.6 µM; 350,000 tested, 0.17% active;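 active means every replicate shows inhibition of at least 40%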;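 further: 0% = neutral control wells and 100% = positive control wells; some results beyond the cut were filed as inactive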
Statin myotox sup = suppression of simvastatin myotoxicity. C2C12 myotubes + simvastatin, ATP luminescence, 48 h; scaled: DMSO 0, geranylgeraniol control 100. rescue of ATP level, % at 7.49 µM. 330,000 tested, 0.78% active. AID 602340;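 active means mean ATP rescue above about 67%, or every replicate alone reaching that limit, limit read from the data, passing the limit was not always enough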;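 further: myotubes were challenged with 10 µM simvastatin during compound exposure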
Cneo AK release = Cryptococcus neoformans lysis via adenylate kinase release. 360,000 tested, 0.2% active. C. neoformans lysis, adenylate kinase release luminescence, 4 h; normalised: neutral wells 0, clomiphene wells 100. lysis activity, % at 15 µM;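 active means mean lysis activity across replicates of at least 80%, whatever share of replicates individually reach that level; inactive means mean lysis activity below 80%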
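Test system: log-phase Cryptococcus neoformans yeast cells; Quantity: yeast cell density of 5 × 10^6 cells/mL; Buffer or medium: YPD; Doses: single compound concentration per well; Timing: 4 h at 37 °C static, read 1 h later; Measured by: AK luminescence; Read-out basis: lysis from increased AK signal; Control set: Clomiphene as positive control.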
* hit, by the source's call; / = no result given. The order is random; 2.9% or so of the library scored in one or more.

SMILES | PAX8 reporter | INS-1E GSIS act | PglD DTNB | LGR2 inh | ARNT-TACC3 inh | PGC1a acetyl inh | Statin myotox sup | Cneo AK release
Cc1sc(-c2ccncc2)nc1OC(=O)c1ccccc1 | / | / | 0 | / | -2 | -3 | 11 | 1
O=C(NC(=O)c1cnccc1C(F)(F)F)Nc1ccccc1 | -23 | -17 | 13 | 6 | 2 | / | -7 | -1
Cc1cccc(C(=O)NNC(=O)CCCCC(=O)NNC(=O)c2cccc(C)c2)c1 | -10 | / | 9 | -10 | 9 | / | 7 | -3
CNc1ncnc2c1ncn2[C@H]1CN(Cc2ccc(-c3ccccc3)cc2)C[C@@H](CO)O1 | 23 | -8 | -3 | -16 | / | / | 11 | 1
CCc1cccc2sc(NC(=O)c3ccc(N4C(=O)CCC4=O)cc3)nc12 | 2 | 25 | 6 | 2 | -6 | 3 | -13 | 1
Cc1cc(NC(=O)Nc2ccccc2)n(-c2ccccc2)n1 | / | / | 2 | / | 1 | 6 | 6 | 1
CCCCCC(=O)Nc1cccc(C2=NOC3(C2)C[C@@H](C(N)=O)N(C(=O)C2(C)CC2)C3)c1 (stereo not given in full) | -6 | -1 | -1 | 9 | 3 | / | 10 | 7
C[C@@H]1CCCCO[C@@H](CN(C)C(=O)C2CCCCC2)[C@H](C)CN([C@@H](C)CO)C(=O)c2cc(N(C)C)ccc2O1 | 21 | -9 | -5 | 9 | 11 | 4 | 31 | -1
CNc1cccc(-c2ccc(C(C)=O)s2)n1 | -219 | 6 | -10 | -78 | / | -2 | 5 | -1
COc1cc2nc(-c3cccs3)oc(=O)c2cc1OC | / | 4 | / | 8 | 4 | -2 | / | /
COc1ccc(-c2oc3cccnc3c2C#CC2(O)CCCCC2)cc1 | -6 | -23 | -1 | 19 | 2 | -10 | 15 | 3
Cc1cccc(S(=O)(=O)N(C)C[C@H]2OCc3cn(nn3)CCCC(=O)N([C@H](C)CO)C[C@H]2C)c1 | / | -3 | 0 | 7 | -4 | 2 | -13 | 12
Cc1ccc([N+](=O)[O-])cc1NC(=O)c1ccc2c(c1)OCO2 | 19 | 3 | / | -10 | -5 | / | / | /
CC(C)CCCN1C(Nc2ccccc2)=NC[C@@H]1Cc1ccccc1 | / | / | -3 | / | 5 | -4 | / | 0
CCN(CC)S(=O)(=O)c1ccc(N2CC(C(=O)NCc3ccco3)CC2=O)cc1 (stereo not given) | 1 | 7 | -1 | -10 | / | 3 | 12 | 2
COc1ccc(-c2[nH]nc3c2C(c2ccsc2)C(C#N)=C(N)O3)cc1 (stereo not given) | / | -20 | 1 | -20 | 17 | 5 | 31 | 16
CC(C)CCN(C)C1CCN(S(=O)(=O)c2ccc(F)cc2)CC1 | 12 | -8 | 5 | 14 | -5 | -2 | -7 | 5
O=C(CN1CCN(Cc2ccc3c(c2)OCO3)CC1)c1c[nH]c2ccccc12 | / | / | -2 | / | 3 | 1 | 6 | 2
COc1ccc(CCNS(=O)(=O)c2cccc(C(=O)O)c2)cc1OC | / | / | -2 | / | -2 | -3 | -14 | 3
Cc1nn(C)cc1-c1cc(C(=O)O)c2ccccc2n1 | 32 | 9 | / | 5 | -5 | 11 | / | /
C[C@H]1CN([C@@H](C)CO)C(=O)c2cccc(NS(C)(=O)=O)c2O[C@@H]1CN(C)S(=O)(=O)c1ccc(Cl)cc1 | / | 1 | -3 | 10 | -1 | 1 | -37 | -14
Cc1cc(Cl)ccc1OCC(=O)NCCC(=O)O | / | 20 | 1 | -8 | -10 | 27 | -2 | 1
Cc1nc2sc3c(c2c(=O)o1)CC(C)(C)OC3 | / | / | -2 | / | -6 | -1 | 1 | 0
C[C@H]1CCCCO[C@H](CN(C)S(=O)(=O)c2ccc(Cl)cc2)[C@@H](C)CN([C@@H](C)CO)C(=O)c2cc(NC(=O)Nc3ccc4c(c3)OCO4)ccc2O1 | 7 | 2 | -1 | 14 | -6 | -11 | / | -13
O=C(c1cccs1)N1C[C@H](n2cc(-c3ccc(F)cc3)nn2)[C@@H](O)C[C@@H]1c1ccc(Cl)cc1 | 12 | -31 | -1 | 6 | / | -27 | 6 | 0
COc1ccc(S(=O)(=O)N2CCOCC2)cc1NC(=O)COc1ncnc2ccccc12 | -2 | 9 | / | 8 | -18 | / | / | /
C[C@@H]1CN([C@H](C)CO)C(=O)c2cc(NS(=O)(=O)c3cccs3)ccc2O[C@@H]1CN(C)Cc1ccc(C(=O)O)cc1 | / | 7 | -5 | 1 | -5 | 4 | / | -3
N=C1CCCC1C(=S)SCCC(N)=O (stereo not given) | -15 | / | 3 | -9 | / | 8 | -1 | 1
CSCC(C)N1CCC(CCC(=O)NC2CC2)CC1 (stereo not given) | -4 | -6 | 1 | -13 | 2 | 1 | 5 | -1
COC(=O)c1ccc(C2N=C(c3cccs3)CC(c3ccccc3O)N2)cc1 (stereo not given) | -8 | -2 | 3 | 16 | -3 | -8 | 0 | -2
O=[N+]([O-])c1ccccc1N=Nc1ccc(O)cc1O | -67 | / | -2 | -31 | / | 8 | 0 | -1
COc1ccc(S(=O)(=O)N(C)C[C@H]2Oc3c(NC(=O)C4CCCCC4)cccc3C(=O)N([C@@H](C)CO)C[C@@H]2C)cc1 | 1 | -3 | 1 | 1 | 0 | 5 | 17 | -1
COc1cc(NC(=O)CSCC(=O)N(C)C2CCCCC2)cc(OC)c1 | 17 | / | -3 | / | 1 | 0 | 2 | 1
CCn1c(CNC(=O)c2ccco2)nnc1SCC(=O)Nc1ccc(Br)cc1F | / | / | -3 | / | -6 | 9 | 2 | 1
C[C@@H]1CCCCO[C@@H](CN(C)CC2CC2)[C@@H](C)CN([C@H](C)CO)C(=O)c2cc(NC(=O)Cc3ccccc3)ccc2O1 | -13 | -2 | 5 | 3 | 0 | 3 | / | -5
CC(=O)Nc1ccc(C(=O)N/N=C/c2ccccc2OC(=O)c2ccc(Cl)cc2)cc1 | / | / | -8 | / | 9 | -1 | -14 | -2
CCCN1CCN(CCNC(=O)Nc2cc(C)ccc2C)CC1 | 9 | -6 | / | -2 | -3 | 2 | 4 | 0
CCOC(=O)c1c(N)sc2c1CCC(C)C2 (stereo not given) | / | / | 3 | / | -2 | 3 | / | -1
O=c1[nH]ccc2c([N+](=O)[O-])cccc12 | 15 | 8 | / | 15 | 1 | / | / | /
COc1ccc(NC(=O)C(NC(C)=O)C(=O)NCc2ccc(F)cc2)cc1 (stereo not given) | / | / | -26 | / | -5 | 1 | / | -1
Nn1c(SCC(=O)NC2CCCc3ccccc32)nnc1C1CC1 (stereo not given) | -9 | -3 | -7 | 2 | 33 | 4 | 2 | -1
CCC(=O)N[C@@H]1C=C[C@@H](CC(=O)OC)O[C@H]1CO | 6 | 21 | -4 | -15 | -14 | -8 | -16 | -4
Cc1ccc(-c2ccc3c(c2)O[C@@H](CN(C)C(=O)C2CC2)[C@@H](C)CN([C@@H](C)CO)S3(=O)=O)cc1 | / | -16 | 3 | -1 | 0 | 1 | 40 | -4
COc1ccc(NC(=O)Nc2ccc3c(c2)[C@H]2C[C@H](CC(=O)N4CCOCC4)O[C@@H](CO)[C@H]2O3)cc1 | 2 | 0 | 1 | 10 | 3 | 9 | 2 | -3
O=C(NCc1ccccn1)c1c(-c2ccccc2)sc2ccccc12 | -9 | / | -1 | -10 | 59* | / | 2 | 4
CC(CN1CCCCCC1)C(=O)NN (stereo not given) | 12 | 1 | / | -1 | 16 | 0 | / | /
CCOC(=O)C1CCCN(C(=O)Nc2c(-c3ccccc3)noc2C)C1 (stereo not given) | -1 | 6 | -3 | 19 | -8 | / | -13 | 0
Cc1cc(-n2nc(C)cc2C)nc(NS(=O)(=O)c2ccccc2Cl)n1 | -13 | / | 2 | / | -5 | -16 | -7 | 2
Cc1cccc(C2=NN(c3ccc(Br)cc3)[C@@H](C(=O)N3CCOC3=O)[C@@H]2c2ccc(F)cc2)c1 | 4 | 0 | 4 | -8 | -31 | 0 | 6 | 4
CC1(C)Oc2cc3oc(=O)ccc3cc2C[C@@H]1O | -26 | / | 0 | -1 | -2 | -15 | -18 | 0
O=C(CSc1ncccn1)Nc1ncc(C(F)(F)F)cc1Cl | 8 | 33 | -11 | 1 | 0 | / | 5 | 0
CCOCCCNC(=O)c1cc(Sc2ccc(C)cc2)nc2ccccc12 | -6 | -15 | / | -14 | -2 | / | / | /
CC(NC(=O)c1ccc2nc[nH]c2c1)c1ccccc1 (stereo not given) | -7 | 19 | / | 20 | 3 | / | / | /
COc1cc(S(=O)(=O)Nc2cccc(C)c2)ccc1NC(=O)c1ccncc1 | 11 | -10 | / | 9 | -10 | / | / | /
C[C@H](CO)N1C[C@H](C)[C@@H](CN(C)C(=O)Cc2ccccc2)Oc2cc(C3=CCCCC3)ccc2S1(=O)=O | / | -30 | 0 | -10 | 1 | -11 | -19 | -1
Cc1ccc(-c2c(C(=O)NNC(=S)NCC3CCCO3)csc2C)cc1 (stereo not given) | 3 | -9 | / | -5 | 0 | / | 3 | /
COc1ccc(NC(=O)c2noc(C(C)C)c2[N+](=O)[O-])cc1 | -1 | -16 | 4 | -7 | / | 7 | 1 | 84*
COCCn1c(C)cc(/C=C2/NC(=O)N(c3cccc(Cl)c3)C2=O)c1C | -32 | -10 | / | 12 | -2 | / | / | /
Cc1ccc(C(=O)N2CC(C)SC2=Nc2cccc(S(=O)(=O)N(C)C)c2)cc1 (stereo not given) | -23 | -16 | 1 | 2 | -1 | / | / | 4
O=C(Nc1cccc2ccccc12)NC1CCCCC1O (stereo not given) | 4 | / | 3 | 20 | -7 | / | 7 | 3
The listing continues.
SMILES | PAX8 reporter | INS-1E GSIS act | PglD DTNB | LGR2 inh | ARNT-TACC3 inh | PGC1a acetyl inh | Statin myotox sup | Cneo AK release
C=CCC1(CC=C)CCCN1C(=O)c1cc(COc2ccc(-n3cncn3)cc2)on1 | 18 | -69 | -7 | 4 | -3 | / | -23 | 1
CCOc1ccc(N2C(=O)c3ccc(C(=O)OCC(=O)N(CC)C4CCS(=O)(=O)C4)cc3C2=O)cc1 (stereo not given) | 8 | -5 | 4 | -20 | -1 | / | 6 | 1
O=C(NCCc1ccccc1)c1cnc2ccccc2n1 | -35 | 0 | 6 | -70 | 2 | 4 | 2 | -5
CC(C)N(Cc1ccccc1)C(=O)CSc1nccn1C | 14 | -6 | / | -44 | 2 | / | / | /
CC(NC(=O)COC(=O)C1CCC1)c1ccccc1 (stereo not given) | -17 | 2 | -4 | -5 | -14 | 5 | -3 | /
O=C(CSc1ccc(-c2ccccc2)nn1)N1CCN(c2ccccc2)CC1 | 7 | -4 | -1 | 1 | -3 | -2 | / | 1
CCOC(=O)CSc1ccc(C(=O)Nc2ccc(OC)cc2)cn1 | 10 | -12 | / | -30 | -1 | -1 | / | /
COC(=O)c1cccc(CN2C(=O)SC(Nc3ccccc3)C2=O)c1 (stereo not given) | 21 | 13 | / | -14 | -6 | / | / | /
FC(F)(F)c1nnc(-c2ccccc2)nc1N1CCOCC1 | -116 | / | 3 | / | -4 | -20 | 7 | 2

Ordered by length of the SMILES (lowest first): some entries from above
SMILES | PAX8 reporter | INS-1E GSIS act | PglD DTNB | LGR2 inh | ARNT-TACC3 inh | PGC1a acetyl inh | Statin myotox sup | Cneo AK release
CC(NC(=O)COC(=O)C1CCC1)c1ccccc1 (stereo not given) | -17 | 2 | -4 | -5 | -14 | 5 | -3 | /
O=C(CSc1ccc(-c2ccccc2)nn1)N1CCN(c2ccccc2)CC1 | 7 | -4 | -1 | 1 | -3 | -2 | / | 1
CCOc1ccc(N2C(=O)c3ccc(C(=O)OCC(=O)N(CC)C4CCS(=O)(=O)C4)cc3C2=O)cc1 (stereo not given) | 8 | -5 | 4 | -20 | -1 | / | 6 | 1
